Screening data (PubChem)
TRPML3 agonist: agonists of human TRPML3 channel | Q8TDD5 | HEK293 TRPML3-YFP, Fluo-8 calcium fluorescence; 100% = the carbachol control signal | activation, % at 3 µM | hit rate 0.29% among 220,000;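 active means activation above its plate's cutoff, the mean activation of the plate's test wells plus 3 SD, cut at about 12% in these data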;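 further: 0% = DMSO only wells and 100% = carbachol wells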
Target sequence (Q8TDD5 whole entry, looked up): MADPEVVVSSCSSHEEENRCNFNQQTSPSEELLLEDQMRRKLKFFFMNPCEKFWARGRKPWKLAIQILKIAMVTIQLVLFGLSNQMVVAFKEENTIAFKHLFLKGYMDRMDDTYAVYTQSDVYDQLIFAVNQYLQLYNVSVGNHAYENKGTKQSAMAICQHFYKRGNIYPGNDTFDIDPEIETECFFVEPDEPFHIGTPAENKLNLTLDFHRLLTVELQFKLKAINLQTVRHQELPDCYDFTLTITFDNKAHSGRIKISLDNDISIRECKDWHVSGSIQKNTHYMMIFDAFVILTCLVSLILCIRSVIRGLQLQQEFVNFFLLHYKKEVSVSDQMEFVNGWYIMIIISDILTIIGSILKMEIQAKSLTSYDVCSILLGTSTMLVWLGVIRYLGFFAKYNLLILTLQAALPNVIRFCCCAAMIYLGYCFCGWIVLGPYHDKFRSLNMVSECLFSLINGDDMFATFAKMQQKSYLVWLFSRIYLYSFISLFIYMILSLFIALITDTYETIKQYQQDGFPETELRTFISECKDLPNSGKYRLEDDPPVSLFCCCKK
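Test system: TRPML3-YFP stable HEK293 cells. Doses: single point at 3 µM. Incubation: dye loading 1 h 37 °C then 30 min ambient, 125 s read. Signal: Fluo-8 calcium dye fluorescence, ex 470-495, em 515-575 nm. Measure: percent activation from peak-to-basal fluorescence ratio, scaled between DMSO and carbachol.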
NPY Y1 blocker: NPY-Y1 (human) receptor antagonism; hit rate 1% among 200,000; inhibition, % at 3.6 µM; HEK293-CNG Y1 cells, membrane potential fluorescence; NPY at EC95, then isoproterenol; P25929;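 active means inhibition above the campaign mean inhibition of all tested compounds plus 3 SD, cut at about 20% in these data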;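 further: 0% = DMSO wells given NPY plus isoproterenol and 100% = isoproterenol alone without NPY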
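System: HEK293 cells with Y1 receptor plus CNG channel / Probe or stimulus: NPY 25 nM then isoproterenol 1 µM plus Ro 20-1724 25 µM / Compound: one concentration, 3.6 µM, in 0.4% DMSO / Schedule: compound incubation 1 h at room temperature, readout 45 min post-stimulation / Measured by: membrane potential fluorescence / Read-out: % inhibition of NPY effect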
S1P4 agonist: human S1P4 receptor agonism; hit rate 0.35% among 220,000; S1P4-expressing cell line, agonist reporter assay; AID 1509; O95977; activation, % at 4.98 µM; in the data active means activation above about 11%;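 further: 0% = DMSO vehicle and 100% = reference agonist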
S1P4 antagonist: blocks the human S1P4 receptor. O95977. S1P4-expressing cells, antagonist mode, reporter read-out. inhibition, % at 4.98 µM. hit rate 0.26% among 220,000. AID 1510; in the data active means inhibition above about 29%;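 further: 0% = wells stimulated with agonist and 100% = vehicle wells without agonist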
EP2 mod: modulators of human EP2 prostaglandin E2 receptor | AID 940 | hit rate 0.83% among 260,000 | EP2-expressing cells, cAMP HTRF FRET, PGE2 co-stimulation | induction, % at 25 µM | P43116;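 active means compounds whose cAMP rise, as percent of the full-agonist control response, exceeds 60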;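 further: rat C6 glioma line stably carrying human EP2 under a CMV promoter; the protocol text gives 20 µM as final concentration; 100% = response of wells given 1 µM PGE2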
Target sequence (P43116 whole entry, looked up): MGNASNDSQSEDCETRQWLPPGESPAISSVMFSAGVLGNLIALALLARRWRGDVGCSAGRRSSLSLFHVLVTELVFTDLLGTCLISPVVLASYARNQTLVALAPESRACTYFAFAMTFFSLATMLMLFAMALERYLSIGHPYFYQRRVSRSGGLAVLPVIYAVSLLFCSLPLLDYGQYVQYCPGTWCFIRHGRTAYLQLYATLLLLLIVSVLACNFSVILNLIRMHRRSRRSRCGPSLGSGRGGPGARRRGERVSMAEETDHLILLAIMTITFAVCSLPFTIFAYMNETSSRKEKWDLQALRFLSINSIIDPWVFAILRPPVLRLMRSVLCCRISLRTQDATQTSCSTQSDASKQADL
TRPN1 ag: zebrafish TRPN1 (NompC) channel agonism; HEK293 zebrafish TRPN1-YFP, Fluo-8 calcium fluorescence; 100% = response to 87 µM carbachol; activation, % at 3 µM; hit rate 0.18% among 220,000; AID 1424;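 active means activation above its plate's cutoff, the mean activation of test wells on that plate plus 3 SD, cut at about 19% in these data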;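 further: 0% = DMSO alone and 100% = 87 µM carbachol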
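Material: zebrafish TRPN1-YFP in HEK293 cells. Doses: one dose of 3 µM, 0.3% DMSO. Incubation: dye 1 h 37 °C plus 30 min RT. Measured by: intracellular calcium fluorescence with Fluo-8.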
NPY2 pot ag: potentiators or agonists of human neuropeptide Y receptor Y2. cells expressing NPY-Y2, potentiator/agonist read-out. activation, % at 3.6 µM. hit rate 0.45% among 220,000. AID 1359; in the data active means activation above about 27%;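 further: cells stimulated with NPY near EC25 plus isoproterenol at EC100; 0% = vehicle plus submaximal agonist and 100% = vehicle plus saturating agonist; some results beyond the cut were filed as inactive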
NPY1 pot ag: potentiates or activates human NPY-Y1 receptor. NPY-Y1 expressing cells, potentiator/agonist activation. activation, % at 3.6 µM. hit rate 0.37% among 220,000. AID 1304; in the data active means activation above about 33%, passing the limit was not always enough;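 further: cells stimulated with NPY at EC10 then isoproterenol at EC100; 0% = low agonist plus stimulus and 100% = saturating agonist plus stimulus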
CHOP inh: CHOP inhibition in unfolded protein response; CHO-K1 CHOP-promoter luciferase, tunicamycin-induced, 15-18 h; inhibition, % at 10 µM; hit rate 3.8% among 220,000; AID 2732;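 active means compounds that reduced the stress-induced luciferase reporter signal by more than about 70% of percent inhibition, limit read from the data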;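 further: 0% = tunicamycin plus vehicle and 100% = wells without tunicamycin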
* marks the source's active call; other numbers are inactive results; . = no result given; & = joins results of further samples.

Molecule | NPY Y1 blocker | CHOP inh | TRPML3 agonist | NPY2 pot ag | EP2 mod | TRPN1 ag | S1P4 antagonist | S1P4 agonist | NPY1 pot ag
N#Cc1c(SCc2ccc(Cl)cc2)sc(C(=O)c2ccccc2)c1N | 15 | -26 | 0.2 | -3 | 23 | 0.3 | -9 | 1.2 | -1
CC(C)(C)c1cc(C(F)(F)F)c(C#N)c(=O)[nH]1 | 1 | 5 | 0.0 | -15 | -1 | -1.0 | -14 | -1.9 | 12
CCC(C)Nc1nc(CN2CCOCC2)nc2sc3c(c12)CCC3 (stereo not given) | 6 | 33 | -0.5 | -10 | 34 | -1.4 | -3 | 0.9 | -20
O=C(O)c1c[nH]c2ccc(S(=O)(=O)N3CCOCC3)cc12 | 8 | 25 | 0.5 | 5 | -2 | 2.0 | 0 | 3.5 | 24
COCC(=O)Nc1cc(OC)c(Cl)cc1OC | 0 | 57 | 0.6 | 6 | 10 | -0.8 | -12 | 0.5 | -8
Cc1cc(SCCOc2ccccc2)nc(N)n1 | 1 | -2 | -0.3 | 17 | 11 | -0.2 | -14 | 1.0 | 14
COc1cc2c(cc1NCc1ccccn1)oc1ccccc12 | 3 | 54 | 0.1 | 13 | -8 | -0.5 | 1 | -0.3 | 11
N#Cc1cccn1-c1nccs1 | -2 | -4 | 1.0 | 1 | -15 | 1.0 | 1 | -0.2 | 13
NC(=O)CN(c1ccccc1)C1SC(=O)N(Cc2ccccc2)C1=O (stereo not given) | 5 | 11 | 0.9 | -7 | -16 | 0.7 | -8 | 0.5 | -15
O=C(NCCCN1CCc2ccccc2C1)C1CCN(S(=O)(=O)N2CCC3(CC2)OCCO3)CC1 | 3 | 4 | 0.6 | -7 | -28 | 0.1 | -6 | -1.4 | 4
O=C(Nc1ccc(F)cc1F)NC1CC(=O)N(Cc2ccccc2)C1 (stereo not given) | -3 | -10 | 0.6 | -1 | -12 | -0.4 | -15 | 0.7 | 3
O=C(Nc1cccc(Cl)c1)Nc1cccc(C(=O)O)c1 | . | 21 | 0.1 | 2 | 0 | 1.5 | -13 | 0.2 | -2
COc1ccc(CNC(=O)N2CCN(c3ccc(F)cc3)CC2)cc1Cl | 2 | 3 | 2.1 | 4 | -27 | 3.0 | -35 | 1.1 | 9
CC(C)(C)c1ccc(NC(=O)NCc2ccco2)cc1 | -6 | 57 | -0.6 | -6 | 1 | -0.4 | -6 | 0.3 | -8
CCCCOC(=O)c1ccc(NC(=O)C(=O)NCC2CCCO2)cc1 (stereo not given) | -3 | 1 | 0.9 | 8 | -13 | 1.5 | -17 | 2.5 | 3
Nc1ccccc1Nc1cc(-c2cccc(Cl)c2)nn1-c1ccccc1 | 6 | 86* | -0.1 | 6 | 0 | -1.1 | 0 | 5.0 | -6
COc1cccc(/C=N/n2cnc3c(cnn3-c3ccccc3)c2=O)c1 | . | 4 | 0.4 | -10 | 23 | 1.3 | 3 | -0.6 | -22
O=C1OC(c2ccccc2)/C(=C(/O)c2ccc(Cl)cc2)C1=O (stereo not given) | -4 | -2 | 0.6 | 2 | 22 | 0.8 | 7 | -1.4 | -29
Cc1ccc(NC(=O)CSCC(=O)O)cc1 | 3 | 1 | 0.5 | 1 | 10 | -0.8 | -16 | -0.8 | -3
O=C(/C=C/c1ccc([N+](=O)[O-])cc1)NCc1ccc2c(c1)OCO2 | 4 | 6 | 0.4 | 1 | -85 | -0.7 | -8 | 0.5 | -16
O=C(/C=C/c1nc2ccccc2s1)N1CCCCCC1 | -1 | 0 | 0.3 | 10 | -20 | -0.3 | 0 | -0.2 | 15
CC(C)c1cccc(C(C)C)c1NC(=S)Nc1cccc(Cl)c1 | . | 27 | -0.2 | 8 | -24 | -0.7 | -8 | 2.5 | 8
NCCc1nnc(SCc2c(Cl)cccc2Cl)o1 | . | 18 | 0.8 | -25 | -20 | -1.0 | 3 | -1.7 | -26
COC(=O)CN1C(=S)N(c2ccc(F)cc2)C(=O)C1CC(=O)Nc1ccccc1 (stereo not given) | -8 | 6 | 1.6 | 16 | -14 | 4.4 | 12 | 0.0 | 20
CCOC(=O)Cc1csc(NC(=O)COc2ccc3c(C)cc(=O)oc3c2)n1 | -2 | 18 | 0.9 | 6 | -19 | 3.5 | -1 | 2.7 | 2
O=C(Nc1ccc(F)cc1)c1nsc(Cl)c1Cl | 0 | -9 | 0.1 | -1 | 25 | -1.8 | -12 | 0.7 | 1
O=C1CCC(=O)N1CCc1c[nH]c2ccccc12 | 3 | 36 | 0.7 | 2 | 22 | 0.5 | -10 | 0.1 | 7
Cc1ccc(S(=O)(=O)Nc2ccc3c(c2)nc(CN2CCCC2)n3C)cc1 | 4 | 18 | 2.0 | 1 | 8 | 3.5 | 2 | -0.3 | -2
Cc1ccc(C)n1-n1cnc2sc(-c3ccccc3)cc2c1=O | 15 | 79* | -0.1 | 16 | 26 | 2.1 | -6 | 1.0 | -11
O=C(Nc1nc2nccc(-c3ccccc3)n2n1)C(Cl)(Cl)Cl | 3 | 31 | 0.6 | 8 | 2 | 0.4 | -5 | 0.2 | -14
CCCCOC(=O)C1[C@H]2C(=O)N(CCc3ccccc3)C[C@]23C=C[C@H]1O3 (stereo not given in full) | 7 | 18 | 0.6 | -12 | 23 | -0.1 | -12 | 1.4 | 10
Cc1ccc(C(=O)Cn2nnc(-c3cccs3)n2)cc1 | . | 5 | 0.1 | -16 | -16&13 | -0.7 | -13 | 0.2 | 9
CCCCN(CCCC)S(=O)(=O)c1ccc2[nH]c(=O)[nH]c2c1 | -5 | -4 | 0.9 | 0 | 6 | 1.2 | 10 | -0.4 | 20
O=C(Nc1ccc2ccccc2c1)Nc1ccc2snnc2c1 | -2 | 79* | 4.5 | 24 | -36 | 5.5 | 14 | -3.8 | 11
O=C(Cc1nnc(NC(=O)Nc2ccccc2)s1)NCc1ccccc1 | 1 | 14 | 0.9 | -8 | -2 | -0.4 | -5 | -0.9 | -17
FC(F)(F)c1cccc(NC(=S)Nc2ccc(Cl)c(Cl)c2)c1 | . | 23 | 1.8 | 33 | -44 | 7.7 | 0 | 0.9 | 45*
Cc1ccc(NCc2nnc(SCCN3CCCCC3)n2CC2CCCO2)cc1Cl (stereo not given) | 11 | 42 | 0.8 | -3 | -1 | 0.6 | -15 | 0.4 | 8
O=C(C1=C[C@H](C2CCCCC2)C[C@H](OCc2ccc(CO)cc2)O1)N1CCOCC1 | 2 | 21 | 0.7 | -6 | -7 | 2.6 | -3 | -1.6 | 8
C/C=C(\C)C(=O)OC1c2c(ccc3ccc(=O)oc23)OC(C)(C)C1OC(C)=O (stereo not given) | 4 | 0 | 1.9 | -2 | -42 | 1.6 | 2 | 0.5 | -17
Cn1c2ccc(F)cc2c2ncn(CCCN(CCO)CCO)c(=O)c21 | -1 | -6 | 5.3 | -12 | -11 | -2.5 | 7 | -0.2 | 3
CCOc1ccc(/C(O)=C2\C(=O)C(=O)N(c3cc(C)on3)C2c2ccccc2OC)cc1 (stereo not given) | -1 | -5 | -1.3 | 29 | 32 | -2.2 | -4 | 0.0 | 36
O=C(O)C1CCN(c2ccc(S(=O)(=O)N3CCOCC3)cc2[N+](=O)[O-])CC1 | 3 | 2 | 1.0 | 9 | 21 | 0.2 | -7 | -0.4 | 9
COc1ccc(CN2CCN(Cc3cccc4nonc34)CC2CCO)c(C)c1C (stereo not given) | -1 | 19 | 0.8 | -22 | -17 | 1.3 | 3 | 1.2 | -12
CCC(=O)Nc1ccc(C(=O)N/N=C/c2ccc([N+](=O)[O-])cc2)cc1 | 4 | 49 | 1.4 | -9 | 3 | 0.8 | -15 | 4.1 | -16
C=CCN(c1ccccc1)S(=O)(=O)c1cccc(C(=O)Nc2nc3ccccc3[nH]2)c1 | 8 | 5 | -0.7 | -5 | -17 | -2.1 | -28 | 22* | -19
CCCCC(=O)O[C@]1(C(=O)CO)CC[C@H]2[C@@H]3CCC4=CC(=O)CC[C@]4(C)[C@H]3[C@@H](O)C[C@@]21C | -2 | 62 | 0.5 | 12 | 7 | 1.3 | -18 | -1.0 | 19
CCOC(=O)c1cnc(SCC#N)nc1N | . | 3 | 0.1 | 4 | -16&15 | 0.2 | 1 | 0.6 | 6
COC(=O)c1sc(-c2ccc(C(C)(C)C)cc2)cc1NC(=O)CSCC(=O)O | . | 77* | 1.1 | -4 | -66 | 0.8 | -14 | 1.1 | 36
Cc1cc(=O)[nH]c(N/N=C/c2c(C)oc3ccccc23)n1 | 5 | 44 | 0.6 | 8 | -49 | -0.6 | -7 | -1.4 | -1
CCOC(=O)Cn1c(=O)sc2ccccc21 | -5 | 27 | -0.3 | 0 | 14 | 0.3 | 17 | 0.9 | 22
O=C(N/N=C/c1ccc[nH]1)c1ccccc1OCc1ccccc1Cl | 3 | 18 | -1.4 | -5 | 66* | -3.8 | 11 | 0.8 | -20
CN(C)S(=O)(=O)c1cccc(NC(=O)c2cnccn2)c1 | 1 | 16 | 1.1 | 3 | -17 | 1.3 | -3 | 2.4 | 1
COc1ccc(C(C)C)cc1S(=O)(=O)Nc1ccncc1 | -2 | -7 | 0.1 | 5 | 15 | 1.1 | 0 | -1.6 | 0
COc1ccc(C(=O)COc2ccccc2C(=O)Nc2ccccc2)cc1 | 1 | 2 | 1.4 | 18 | 2 | 0.3 | 5 | -0.3 | 7
O=C(CCC(=O)N1CCN(C2CCCC2)CC1)Nc1nnc(C(F)(F)F)s1 | -1 | 3 | 0.1 | 8 | 20 | 0.6 | 4 | 2.0 | 3
CN(C)C(CNC(=S)Nc1cccc(Cl)c1)c1ccccc1 (stereo not given) | 1 | -22 | 1.0 | 5 | -38 | 1.0 | -10 | -0.6 | -1
O=C1CC(C(F)(F)F)=NN1 | . | -17 | -0.1 | 17 | 13 | 2.5 | 8 | 1.4 | -9
NC(=O)C1CCN(C(=S)NCCc2ccccc2)CC1 | 1 | -4 | 0.8 | 10 | -12 | 0.0 | 3 | 1.2 | 18
COc1ccc(-n2c3c(cc(C(=O)Nc4ccc5c(c4)C(=O)NC5=O)c2=O)C(=O)CCC3)cc1 | -1 | . | 0.2 | 4 | . | -0.2 | -12 | 3.4 | -11
O=C(CSc1nnc(-c2ccccn2)n1Cc1ccccc1)N1CCCC1 | -7 | -5 | 0.1 | 0 | -5 | 1.6 | -18 | 0.6 | -15
